PNC inhibitor: inhibitors of perinucleolar compartment assembly | PC3M PTB-GFP, PNC prevalence imaging, 16 h; stronger effect = lower value | activity change (PNC), negative = inhibition, % at 10 µM | hit rate 3.1% among 140,000 | AID 2417;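 active = readout at or below -70, meaning at least 70% loss of cells showing the perinucleolar compartment, a nuclear body marking cancer cells; inconclusive = readout between -30 and a set limit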;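 also: plate controls were DMSO wells for no effect and camptothecin positive control wells for full effect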
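PC3M cells stably expressing PTB-GFP, 750–1000 cells/well, treated 16 h at 37 °C with compound (23 nl of library stock), in duplicate. After paraformaldehyde fixation and Hoechst stain, imaged at 20x; PNC prevalence scored by image analysis.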
IMPase cell inh: cell-permeable inhibitors of inositol monophosphatase (IMPase). P97697. CHO-M1 cells, IP1 accumulation, HTRF TR-FRET ratio. inhibition (IP1 accumulation), % at 46.1 µM. 120,000 tested, under 10 active. AID 901; active = well fitted curve in the direction sought with a large enough effect in the signal ratio, not every such curve was filed as active; inconclusive = small, poorly fitted or top-dose-only effect, or a change in a side signal; inactive = no such curve, though single readings can be large or run the other way; the % refers to the signal ratio;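 also: cells stimulated with carbachol in lithium chloride buffer; plate controls were DMSO basal wells for no effect and reference inhibitor wells for full effect; higher means more IMPase inhibition seen as more IP1 and lower FRET ratio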
Target sequence (P97697 whole entry, looked up): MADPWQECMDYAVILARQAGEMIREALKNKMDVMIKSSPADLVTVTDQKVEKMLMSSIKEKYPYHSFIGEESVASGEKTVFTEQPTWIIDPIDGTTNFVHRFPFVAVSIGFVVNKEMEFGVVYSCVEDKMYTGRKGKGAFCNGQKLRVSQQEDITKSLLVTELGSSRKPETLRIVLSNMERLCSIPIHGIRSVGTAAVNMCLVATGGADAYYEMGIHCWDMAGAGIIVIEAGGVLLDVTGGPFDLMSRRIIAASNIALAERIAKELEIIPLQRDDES
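Elevated IP1 in lysates lowers TR-FRET signal (665/620 ratio and 620 channel reported). Cells were CHO-M1, given carbachol (50 uM as added) plus 50mM LiCl, pH 7.4, 30 min, 37C; compounds titrated up to 46 uM; AC50 by Hill equation.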
12-hLO inh: blocks human 12-lipoxygenase activity; purified 12-hLO, xylenol orange hydroperoxide absorbance; Potency, µM (doses to about 57.1 µM), for inactives: at the top dose activity change, negative = inhibition, most hits filed as inhibitors; hit rate 0.12% among 150,000; AID 1452; also: potency is read from the fitted curve at half-maximal effect; nearly all actives have a fitted effect of over 55% in size; many of its hits are not listed in these tables
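Purified human 12hLO (150 nM final) was preincubated with compounds for 15 min at room temperature in 25 mM Hepes pH 7.0, 0.01% Triton X-100, then reacted with 40 uM arachidonic acid for 30 min. Hydroperoxide was detected with ferrous iron/xylenol orange.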
ALOX15B inhib: inhibitors of human 15-lipoxygenase 2 (ALOX15B). O15296. purified 15hLO-2, xylenol orange hydroperoxide absorbance. Potency, µM (series often up to 57.1 µM), for inactives: top-dose activity change, negative = inhibition, hits mostly inhibitors. hit rate 0.56% among 110,000. AID 881; also: potency is read from the fitted curve at half-maximal effect; nearly all actives have a fitted effect of over 60% in size; many of its hits are not listed in these tables
Target sequence (O15296 whole entry, looked up): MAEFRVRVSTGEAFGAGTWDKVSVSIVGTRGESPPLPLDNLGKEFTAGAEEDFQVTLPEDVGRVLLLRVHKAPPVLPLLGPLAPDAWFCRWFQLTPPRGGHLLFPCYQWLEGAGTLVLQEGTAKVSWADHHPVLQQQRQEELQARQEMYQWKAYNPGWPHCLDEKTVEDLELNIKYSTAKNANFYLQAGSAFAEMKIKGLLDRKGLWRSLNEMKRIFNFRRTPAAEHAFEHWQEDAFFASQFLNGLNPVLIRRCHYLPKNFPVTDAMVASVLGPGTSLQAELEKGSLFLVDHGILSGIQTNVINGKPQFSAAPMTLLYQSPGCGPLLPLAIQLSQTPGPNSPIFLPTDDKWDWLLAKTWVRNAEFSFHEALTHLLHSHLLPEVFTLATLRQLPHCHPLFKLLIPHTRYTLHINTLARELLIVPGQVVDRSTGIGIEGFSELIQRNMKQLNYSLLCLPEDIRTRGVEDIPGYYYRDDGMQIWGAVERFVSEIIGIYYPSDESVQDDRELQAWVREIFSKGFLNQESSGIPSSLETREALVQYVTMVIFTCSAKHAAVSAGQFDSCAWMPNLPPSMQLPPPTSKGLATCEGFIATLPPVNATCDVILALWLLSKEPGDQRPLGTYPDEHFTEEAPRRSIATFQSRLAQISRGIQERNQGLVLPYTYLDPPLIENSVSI
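Purified human 15hLO-2 (50 nM final) preincubated with compounds 15 min at room temperature in 25 mM Hepes pH 7.5, 0.01% Triton X-100, then 45 uM arachidonic acid added for 90 min; hydroperoxide detected via ferrous/xylenol orange, 573/405 nm absorbance ratio.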
Numbers without * were called inactive; ? = inconclusive; . = not tested or not shown; [ ] = another dose, or the depositor's remark. Unless noted, calls follow the shape of the dose curve; as a rule, active = well fitted curve in the direction sought with a large enough effect; inconclusive = small, poorly fitted or top-dose-only effect, or another doubt; inactive = no such curve, though single readings can be large; an effect the other way counts as inactive or inconclusive. Unless noted, % is scaled to controls: 0 for no effect and ±100 for the full control effect.

SMILES | PNC inhibitor | IMPase cell inh | 12-hLO inh | ALOX15B inhib
O=C(Oc1coc(CSc2nnc(NC(=O)C3CC3)s2)cc1=O)c1ccccc1 | -3 | . | -4% | .
COc1cc(-c2noc(CCCC(=O)NCc3ccco3)n2)cc(OC)c1OC | -100* | -1 | -2% | .
CCCCCC(=O)NC(NC(=S)NC1CCS(=O)(=O)C1)C(Cl)(Cl)Cl (stereo unspecified) | 113 | 4 | 12% | .
O=c1c2ccccc2c(C=Nc2cccc(S(=O)(=O)NCc3ccco3)c2)c(O)n1-c1ccc(Cl)cn1 | 25 | -3 | -2% | .
CC1(C2CC2)NC(=O)NC1=O (stereo unspecified) | 26 | -1 | 2% | -2%
Fc1ccc(-c2ccnc3nc(N4CCN(c5ccccc5)CC4)nn23)cc1 | 117 | -1 | -6% | .
Cc1ccc(S(=O)(=O)CCc2nnc(NC(=O)COc3cccc(C)c3)s2)cc1 | 8 | 0 | 0% | -8%
COc1ccc(-c2nc(CC(=O)O)cs2)cc1 | 28 | -3 | -1% | -2%
Cc1cccc(C(=O)N[C@H](C(=O)OCC(=O)NC2CCS(=O)(=O)C2)C(C)C)c1 (stereo partly specified) | ? | . | 2% | .
COc1ccc(C2NC(=S)NC(C)=C2C(=O)c2ccccc2)cc1OC (stereo unspecified) | -86* | 6 | -5% | .
COCCn1nc2cc(C(=O)NCC34CC5CC(CC(C5)C3)C4)ccc2c1OC | 5 | 4 | -1% | -7%
Cc1cc(C)c(OCC(=O)OCCNC(=O)c2cccnc2)c(C)c1 | ? | 2 | -1% | .
Cc1ccc(S(=O)(=O)NC(=O)CSc2nc3ccccc3s2)cc1 | 18 | -5 | -5% | -5%
CC(=O)c1cnc2c(-c3ccccc3)c(C)nn2c1C | ? | -3 | 2% | .
O=C(c1cccc(S(=O)(=O)N2CCc3ccccc3C2)c1)N1CCN(c2ccccc2)CC1 | ? | . | 1% | .
O=C(/C=C/c1ccc(Cl)cc1)N1CCN(c2ccccn2)CC1 | 32 | . | 1% | .
CCOc1ccc(NC(=O)CSc2nc(-c3cccs3)cc(C(F)(F)F)n2)c([N+](=O)[O-])c1 | 27 | . | 0% | .
CC(C)(C)NCC(O)COc1c(F)cc(Br)cc1F (stereo unspecified) | 13 | 9 | 0% | 15%
Cn1cnnc1SCC(=O)c1cccc([N+](=O)[O-])c1 | -25 | . | -3% | .
CC(=C1C(=O)c2ccccc2C1=O)N1CCc2ccccc2C1 | ? | -9 | 11% | 8%
COC(=O)c1cc(OC)c(OC)cc1NC(=O)CSc1ccc(C)cc1 | 14 | 4 | -17% | -9%
CN(Cc1ccccc1)c1nc2c(c(=O)[nH]c(=O)n2C)n1CCCSc1ncccn1 | 10 | 7 | -7% | -2%
CSCC[C@H](NC(=O)OC(C)(C)C)c1nnc(SCc2ccccc2)o1 | -3 | 7 | -5% | -13%
O=C1c2ccccc2C(O)(O)[C@@]1(O)[C@]1(O)C(=O)c2ccccc2C1(O)O | . | . | -7%[11.4 µM] | -25%[11.4 µM]
N#Cc1ccccc1NC(=O)Nc1ccc(Cl)cc1 | -109* | -2 | 1% | 3%
O=C(O)c1cccc(S(=O)(=O)NCCO)c1 | . | . | 2%[11.4 µM] | 1%[11.4 µM]
Cc1ncc([N+](=O)[O-])n1CCOC(=O)NC(NCc1ccccc1Cl)C(Cl)(Cl)Cl (stereo unspecified) | 28 | 8 | -2% | .
O=C(c1cccs1)c1coc2ccc(O)c(CN3CCOCC3)c12 | 49 | -4 | -1% | 7%
CC1CN(S(=O)(=O)c2ccc(C(=O)Nc3sc4c(c3C(N)=O)CCN(C)C4)cc2)CC(C)O1 (stereo unspecified) | 72 | 3 | 1% | .
COc1ccc(C2C3=C(Nc4ncnn42)c2ccccc2CCC3)cc1 (stereo unspecified) | ? | 10 | -10% | 4%
C=CCOC(=O)C(C#N)c1nc2ccccc2nc1N1CCN(c2ccccc2OCC)CC1 (stereo unspecified) | ? | -2 | 0% | .
Cc1cc(NCc2ccccn2)nc2ccccc12 | 4 | 9 | 7% | 18%
CC1CCCN(C(=S)NCCc2ccccc2)C1 (stereo unspecified) | 56 | 4 | 7% | -26%
C1CCC(NC2=NCCC2)CC1 | -13 | -1 | 3% | -4%
Cc1ccccc1-n1c(=O)c2c(n3cnnc13)-c1ccccc1CC21CCCCC1 | 23 | 2 | -4% | ?
Cc1nc2cnc(N(C)C)nc2n(Cc2ccc(F)cc2)c1=O | . | . | -2% | 9%
CCN1CCCC1CN(Cc1cc2cc(OC)ccc2[nH]c1=O)C(=O)NCc1ccccc1 (stereo unspecified) | -16 | -2 | -5% | 11%
COc1ccc(C2CC(=O)N3C(=C2C#N)SCC3(O)c2ccccc2)cc1 (stereo unspecified) | 8 | 8 | -17% | -16%
CS(=O)(=O)c1nc(-c2ccccc2)cc(C(F)(F)F)n1 | -100* | 10 | -6% | .
CC1=NN(C(=O)Cc2ccc([N+](=O)[O-])cc2)C(O)(c2cccnc2)C1 (stereo unspecified) | ? | -9 | 5% | 5%
Cc1nn(C(C)(C)C)c(OC(=O)c2cccs2)c1Sc1ccccc1 | 35 | 10 | -1% | 8%
CC(C)C[C@H](NC(=O)Nc1cccc(Br)c1)C(=O)O | -30 | . | 0% | .
Cc1cccc(N2CCN(C(=O)CCCn3c(=S)[nH]c4cc5c(cc4c3=O)OCO5)CC2)c1C | 43 | 12 | -17% | 0%
CCN(CC)c1ccc(NC(=O)Nc2ccc(C(C)=O)cc2)cc1 | 42 | -11[1.84 µM] | -2% | -7%[11.4 µM]
CC(C)(C)Cc1nnc(NC(=O)Cc2ccc([N+](=O)[O-])cc2)s1 | -13 | -5 | -4% | .
O=C(CN1C2=NCCN2c2ccccc21)c1ccco1 | 14 | 10 | 9% | 1%
CCOC(=O)c1sc(NS(=O)(=O)c2ccccc2Cl)nc1C | 11 | 1 | 0% | -1%
COCC(=O)Nc1nnc(COc2ccccc2)s1 | 5 | -5 | -6% | 2%
CCOC(=O)c1ccc(CNC(=O)c2cc(C(C)(C)C)oc2C)o1 | -14 | 0 | 0% | -4%
O=C(c1ccc(Cl)cc1)C(Cn1cncn1)C(Sc1ccccc1)c1ccccc1 (stereo unspecified) | 45 | 5 | -4% | 12%
CCN(CC)S(=O)(=O)c1cccc(-c2nnc(SCC(=O)NC3CCCCCCC3)n2N)c1 | 3 | -2 | 4% | 0%
CC1CN(C2CCN(C(=O)COc3ccccc3)CC2)CC(C)O1 (stereo unspecified) | 1 | ? | -5% | .
CC(C)C(NC(=O)c1ccc2c(c1)OCO2)C(=O)N/N=C\c1ccco1 (stereo unspecified) | 15 | 0 | -3% | 9%
CCCCC(=O)Nc1ccc(NC(=S)NC(=O)CC)cc1OC | ? | . | 1% | .
COc1cccc(C2C(C#N)=C(N)OC(C(C)(C)C)=C2C#N)c1 (stereo unspecified) | -29 | 2 | 8% | -11%
Cc1ccc(NC(=O)CN(c2ccc(Cl)cc2)S(=O)(=O)c2cc([N+](=O)[O-])ccc2Cl)cc1 | ? | . | 2% | .
Cc1ccc(S(=O)(=O)c2c(N)n(C)c3nc4ccccc4nc23)cc1 | ? | 0 | -12% | -9%
C=C[C@](C)(O)CCC1C(=C)CC(OC(C)=O)C2C(C)(C)CCCC12C (stereo partly specified) | . | . | -14% | 22%
O=C(Nc1cccc2nsnc12)c1cccnc1Cl | ? | . | -4% | .
Cc1cc(C(=O)NNC(=S)NCC2CCCO2)cs1 (stereo unspecified) | ? | 3 | 1% | -7%

18 successive compounds from above:
SMILES | PNC inhibitor | IMPase cell inh | 12-hLO inh | ALOX15B inhib
CC(C)C[C@H](NC(=O)Nc1cccc(Br)c1)C(=O)O | -30 | . | 0% | .
Cc1cccc(N2CCN(C(=O)CCCn3c(=S)[nH]c4cc5c(cc4c3=O)OCO5)CC2)c1C | 43 | 12 | -17% | 0%
CCN(CC)c1ccc(NC(=O)Nc2ccc(C(C)=O)cc2)cc1 | 42 | -11[1.84 µM] | -2% | -7%[11.4 µM]
CC(C)(C)Cc1nnc(NC(=O)Cc2ccc([N+](=O)[O-])cc2)s1 | -13 | -5 | -4% | .
O=C(CN1C2=NCCN2c2ccccc21)c1ccco1 | 14 | 10 | 9% | 1%
CCOC(=O)c1sc(NS(=O)(=O)c2ccccc2Cl)nc1C | 11 | 1 | 0% | -1%
COCC(=O)Nc1nnc(COc2ccccc2)s1 | 5 | -5 | -6% | 2%
CCOC(=O)c1ccc(CNC(=O)c2cc(C(C)(C)C)oc2C)o1 | -14 | 0 | 0% | -4%
O=C(c1ccc(Cl)cc1)C(Cn1cncn1)C(Sc1ccccc1)c1ccccc1 (stereo unspecified) | 45 | 5 | -4% | 12%
CCN(CC)S(=O)(=O)c1cccc(-c2nnc(SCC(=O)NC3CCCCCCC3)n2N)c1 | 3 | -2 | 4% | 0%
CC1CN(C2CCN(C(=O)COc3ccccc3)CC2)CC(C)O1 (stereo unspecified) | 1 | ? | -5% | .
CC(C)C(NC(=O)c1ccc2c(c1)OCO2)C(=O)N/N=C\c1ccco1 (stereo unspecified) | 15 | 0 | -3% | 9%
CCCCC(=O)Nc1ccc(NC(=S)NC(=O)CC)cc1OC | ? | . | 1% | .
COc1cccc(C2C(C#N)=C(N)OC(C(C)(C)C)=C2C#N)c1 (stereo unspecified) | -29 | 2 | 8% | -11%
Cc1ccc(NC(=O)CN(c2ccc(Cl)cc2)S(=O)(=O)c2cc([N+](=O)[O-])ccc2Cl)cc1 | ? | . | 2% | .
Cc1ccc(S(=O)(=O)c2c(N)n(C)c3nc4ccccc4nc23)cc1 | ? | 0 | -12% | -9%
C=C[C@](C)(O)CCC1C(=C)CC(OC(C)=O)C2C(C)(C)CCCC12C (stereo partly specified) | . | . | -14% | 22%
O=C(Nc1cccc2nsnc12)c1cccnc1Cl | ? | . | -4% | .

Next compounds.
SMILES | PNC inhibitor | IMPase cell inh | 12-hLO inh | ALOX15B inhib
CCCC(C)c1nnc(NC(=O)C2CCCO2)s1 (stereo unspecified) | -8 | 17 | 5% | -13%
Cc1ccn2cc(-c3ccc(S(=O)(=O)N4CCOCC4)cc3)nc2c1 | -1 | -5 | -1% | -18%
COCC(=O)NCCSc1c(C)[nH]c2ccccc12 | ? | 0 | 10% | 2%
CCC(=O)Nc1cc(-c2nn(C)c(=O)c3ccccc23)ccc1N1CCCCC1 | 47 | 3 | -3% | -3%
CC(=O)Nc1ccc(S(=O)(=O)NCC(=O)OCC(=O)c2cc(C)n(-c3ccc4c(c3)OCO4)c2C)cc1 | 28 | . | 0% | .
Cn1c(N)c(C(=O)c2ccc(C#N)cc2)c(=O)n(C)c1=O | -6 | -2 | -3% | .
Cc1cccc(/C=C2\Oc3cc(OS(C)(=O)=O)ccc3C2=O)c1 | -10 | . | -6% | .
Cc1c(NC(=O)CSc2ccccc2C(=O)Nc2cccnc2)c(=O)n(-c2ccccc2)n1C | -9 | 0 | -4% | 4%
CC(C)CC(=O)NC(=S)NNC(=O)c1ccc(NC(=O)C2CCCCC2)cc1 | 32 | . | 0% | .
Cc1cccc(NC(=O)C(NS(=O)(=O)c2ccc3c(c2)CCC(=O)N3)c2ccccc2)n1 (stereo unspecified) | ? | -1 | -2% | -30%
CCc1ccc(/C=C/C(=O)c2ccc(N3CCOCC3)cc2)cc1 | 24 | 9 | -1% | .
COc1cc(-c2nc(-c3ccccc3)c(-c3cccs3)[nH]2)cc(OC)c1O | 2 | 7 | -6% | -7%
CCOC(=O)C1=C(C)NC(C)=C(C(=O)OCC)C1c1cc2ccc(C)cc2[nH]c1=O | -111* | -2 | ? | 16%

Bioassay records as filed in PubChem.
